Rac1 wt modul = human Rac1 wildtype GTP binding, inhibitors and activators; P63000; GST-Rac1 beads, fluorescent GTP binding, flow cytometry; actives lie on both sides; 0 = cold GTP competed, 100 = untreated; GTP binding activity (% of control), % at 10 µM; 190,000 compounds, 0.27% hits; AID 757;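 active means GTP binding activity at least 20 points away from the 100% control level, either lower or higher; inconclusive means compound flagged as likely green fluorescent, judged across all proteins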
Mcl1-Bid inh = disrupts binding of human Mcl-1 to Bid peptide. AID 1021. inhibition, % at 21.7 µM. 220,000 compounds, 0.97% hits. Q07820. TR-FRET Mcl-1/Bid-Dy647 peptide binding, 1536-well;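 active means compounds that cut the binding signal by more than half at the single screening dose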;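 further: His-tagged Mcl-1 with europium anti-His antibody binding Bid BH3 peptide; 0% = Mcl-1 plus peptide wells and 100% = peptide-only wells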
Target sequence (Q07820 whole entry, looked up): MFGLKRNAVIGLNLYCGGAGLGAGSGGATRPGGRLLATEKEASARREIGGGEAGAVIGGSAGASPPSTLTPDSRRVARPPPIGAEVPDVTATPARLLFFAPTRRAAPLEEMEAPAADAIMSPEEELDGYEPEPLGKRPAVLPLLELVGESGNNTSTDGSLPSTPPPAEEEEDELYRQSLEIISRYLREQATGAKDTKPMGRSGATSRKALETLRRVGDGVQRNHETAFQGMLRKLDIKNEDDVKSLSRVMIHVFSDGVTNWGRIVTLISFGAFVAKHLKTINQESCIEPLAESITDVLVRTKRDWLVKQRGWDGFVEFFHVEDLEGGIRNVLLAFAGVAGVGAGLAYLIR
Rab2A wt mod = changes GTP binding to wildtype dog Rab2A, up or down | 190,000 compounds, 0.19% hits | AID 760 | GTP binding activity, % at 10 µM | GST-Rab2 wt beads, Bodipy-GTP binding, flow cytometry;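 active means GTP binding activity at least 20 points away from 100%, either lowered or raised; inconclusive means signal likely due to the compound's own green fluorescence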;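 further: 0% = beads with excess unlabeled GTP and 100% = no-compound control corrected for plate trend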
Mcl1-Noxa inh = Mcl-1/Noxa interaction inhibition; Q07820; TR-FRET Mcl-1/Noxa peptide binding, 2 h; inhibition, % at 21.7 µM; 220,000 compounds, 1.5% hits;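 active means compounds that cut the protein-peptide binding signal by more than 50% relative to plate controls in a single-dose test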;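 further: His-tagged Mcl-1 with rhodamine Noxa BH3 peptide and terbium anti-His antibody; 0% = Mcl-1 plus Noxa peptide wells and 100% = peptide-only wells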
Pf gamet viab = P. falciparum stage V gametocyte viability inhibition | P. falciparum stage V gametocytes, ATP luminescence, 24 h | inhibition, % at 10.9 µM | 150,000 compounds, 0.065% hits | AID 743093;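 active means inhibition above the mean plus 3 SD of compounds within the control limits, set per campaign, cut at about 38% in these data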;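 further: 0% = DMSO wells and 100% = medium only without gametocytes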
Cdc42 wt GTP = human Cdc42 wildtype GTP binding change, either direction; percent activity (GTP binding), % at 10 µM; 190,000 compounds, 0.2% hits; P60953; AID 761; GST-Cdc42 beads, Bodipy-GTP binding, flow cytometry; actives lie on both sides;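 active means percent activity GTP binding at least 20 points away from the 100% baseline, either down as inhibitor or up as activator; inconclusive means compound flagged as likely green fluorescent from well-wide comparison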;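 further: median bead fluorescence of bound Bodipy-FL-GTP at 100 nM; 0% = excess unlabeled GTP control and 100% = no compound control; below 100% means less GTP binding so inhibitor and above means activator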
Target sequence (P60953 whole entry, looked up): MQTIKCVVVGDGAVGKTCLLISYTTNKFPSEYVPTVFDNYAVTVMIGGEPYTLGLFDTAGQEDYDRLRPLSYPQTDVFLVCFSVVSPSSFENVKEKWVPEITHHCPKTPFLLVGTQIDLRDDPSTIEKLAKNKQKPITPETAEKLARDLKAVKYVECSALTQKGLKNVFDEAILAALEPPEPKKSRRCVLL
Rac1 mut GTP = alters GTP binding to activated mutant human Rac1; percent activity (GTP binding), % at 10 µM; AID 764; P63000; 190,000 compounds, 0.11% hits; GST-Rac1 activated beads, fluorescent GTP binding, flow cytometry; actives lie on both sides; 100% means binding = to untreated wells;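 active means GTP binding at least 20 percentage points away from the 100% baseline, in either direction, so actives lie on both sides; inconclusive means Compound likely fluorescent itself, or too few beads counted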
HRas wt GTP = changes GTP binding to wildtype human HRas; P01112; GTP binding activity, % at 10 µM; 190,000 compounds, 0.14% hits; GST-Ras wt beads, Bodipy-FL-GTP binding, flow cytometry; actives lie on both sides;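 active means GTP binding activity at least 20% away from the 100% baseline, either lowered as inhibitor or raised as activator; inconclusive means flagged as likely green fluorescent, judged across all proteins in the well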;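 further: 0% = unlabeled GTP competition control and 100% = no-compound control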
Target sequence (P01112 whole entry, looked up): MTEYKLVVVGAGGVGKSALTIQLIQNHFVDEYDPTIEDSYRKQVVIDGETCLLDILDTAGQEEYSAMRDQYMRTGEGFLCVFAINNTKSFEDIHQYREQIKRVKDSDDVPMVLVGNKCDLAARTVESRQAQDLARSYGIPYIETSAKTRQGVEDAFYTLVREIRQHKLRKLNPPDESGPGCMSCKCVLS
Mcl-1 Bim block = inhibitors of Bim-Mcl-1 interaction, human | Bead-based flow cytometry, Bim peptide-Mcl-1 binding | inhibition, % at 10 µM | 190,000 compounds, 0.1% hits | Q07820; in the data active means inhibition above about 40%;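 further: 0% = no compound tracer wells and 100% = peptide blocker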
Rab7 wt GTP bind = modulators of GTP binding to dog Rab7 wildtype GTPase | GST-Rab7 beads, fluorescent GTP binding, flow cytometry; actives lie on both sides; untreated = 100%, excess cold GTP = 0% | GTP binding activity (percent of control), % at 10 µM | 190,000 compounds, 0.055% hits;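 active means fluorescent GTP binding to Rab7 beads changed by at least 20 points from the 100% baseline, either direction, mostly lower; inconclusive means compound itself probably fluorescent, or too few beads counted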;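 further: median green fluorescence of bound Bodipy-FL-GTP per Rab7 bead population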
RGS8-Gao = modulates binding of RGS8 to human Galphao. multiplexed bead flow cytometry; actives lie on both sides. response (percent of control binding), % at 10 µM. 220,000 compounds, 0.34% hits. AID 1423; in the data active means response below about 60% or above about 140%; inactive means in between;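 further: Galphao activated as the GDP aluminium fluoride complex binding bead-coupled RGS8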
* marks the source's active call; other numbers are inactive results; u = inconclusive; x = no result given.

SMILES	Rac1 wt modul	Mcl1-Bid inh	Rab2A wt mod	Mcl1-Noxa inh	Pf gamet viab	Cdc42 wt GTP	Rac1 mut GTP	HRas wt GTP	Mcl-1 Bim block	Rab7 wt GTP bind	RGS8-Gao
COc1ccc(NC(=S)NCCc2ccccc2OC)c(OC)c1	100	-33	100	6	-10	99	98	100	-2	99	97
CC(C)C(NC(=O)c1cccs1)c1nnc(SCC(=O)Nc2nccs2)n1C (stereo unspecified)	108	-7	104	4	x	105	103	102	-1	100	104
NS(=O)(=O)c1ccc(CNC(=O)c2cc(-c3ccccn3)nc3ccc(Cl)cc23)cc1	96	-63	96	54*	-20	96	94	95	1	100	102
C/C=C/c1ccc(OCCCCN2CCN(CC)CC2)c(OC)c1	97	12	97	3	-15	95	95	95	-2	92	101
COc1ccc(OC)c(CCNC(=O)CC2Oc3ccccc3NC2=O)c1 (stereo unspecified)	103	-20	100	10	x	100	101	102	0	102	108
COc1ccc(OC)c2c(C)cc(C)nc12	103	-12	99	12	x	96	94	98	0	100	97
COc1ccccc1-c1cc2ccccc2[nH]1	96	-24	91	36	-11	89	92	92	-4	91	94
CCc1[nH]nc2c1C1(C(=O)N(Cc3ccccc3)c3ccccc31)C(C#N)=C(N)O2 (stereo unspecified)	100	-4	98	-2	x	99	94	99	-5	98	104
O=C(Nc1ccc(Cc2ccncc2)cc1)c1ccc(Br)o1	107	-9	103	9	x	106	102	104	-2	104	99
CCN1CCN(C(=O)C(C)N(c2ccc(C)cc2)S(C)(=O)=O)CC1 (stereo unspecified)	96	-14	94	-25	5	96	97	99	3	101	105
CCCn1c(SCC(=O)Nc2nc(C)cs2)nnc1-c1cccnc1	103	-24	101	7	4	101	96	98	-5	100	100
O=c1cc(CSc2nnnn2-c2ccccc2)nc2nc[nH]n12	100	3	101	10	x	99	98	99	1	100	98
COc1ccc(CCN2C(=O)C3C4CC(C5C(C(=O)O)=NOC45)C3C2=O)cc1OC (stereo unspecified)	104	0	101	6	x	101	100	101	4	102	102
CCc1nnc(NC(=O)c2ccc3ccccc3n2)s1	100	-6	98	8	16	98	96	96	-1	100	103
CN1C(=O)NC2(O)C(=O)c3ccccc3C12O (stereo unspecified)	103	1	100	5	x	104	101	99	-4	94	104
CCOc1ccc2[nH]c(=O)c(CN(Cc3ccco3)Cc3nnnn3Cc3ccccc3)cc2c1	92	-3	92	15	x	95	95	94	0	97	92
CC(C)(S)[C@@H](N)C(=O)O	101	3	99	27	x	98	98	96	-3	99	95
COC(=O)c1ccc2c(c1)C(C)(C)C(/C=C/c1ccccc1O)=[N+]2C	94	-1	93	-133	x	94	92	93	2	95	83
CC(C)c1ccc(C(N)=S)cc1	100	-31	98	68*	x	98	98	101	0	107	101
COc1ccc(CNC(=O)COC(=O)/C=C/c2ccc(S(=O)(=O)N3CCOCC3)cc2)cc1	97	-18	98	0	-17	96	96	97	0	100	97
Cc1noc(C)c1CSCc1ccc(Cl)cc1	99	-54	94	2	-1	93	94	94	-1	96	99
C=CCOc1ccc(Br)cc1CNCCO	96	-13	95	8	-6	94	94	94	0	96	100
CCOc1ccc(CCNC(=O)CSc2cc(=O)n(C)c3ccc(Cl)cc23)cc1OCC	103	-9	99	-12	-3	104	99	100	-2	98	100
COc1cccc(CN(C)CC(=O)Nc2cccc(C(F)(F)F)c2)c1OC	96	-20	98	-1	x	96	93	98	7	102	104
CCS(=O)(=O)Nc1c(C)n(C)n(-c2ccccc2)c1=O	103	-26	97	7	x	101	99	101	1	95	104
Cc1ccc(N(CC(=O)Nc2ccc(S(=O)(=O)N3CCOCC3)cc2)S(C)(=O)=O)cc1C	102	9	98	1	x	101	98	101	-5	99	99
CCOC(=O)c1[nH]c(C)c(C(=O)NC2CCCCCC2)c1C	102	-3	99	6	x	100	97	98	-1	99	102
CCOC(=O)CSc1nnc(CSc2nc3ccccc3c(=O)[nH]2)n1-c1ccccc1	103	-20	98	7	x	101	97	99	0	102	98
CCc1ccc2nc(-c3cccc(C)c3)nc(SCC(=O)NCC3CCCO3)c2c1 (stereo unspecified)	103	-4	101	-1	4	103	99	100	0	97	102
Cc1[nH]n(-c2ccc([N+](=O)[O-])cc2)c(=O)c1C=NCCN1CCN(C(=O)c2cccc(F)c2)CC1	u	-48	u	-3	-2	u	u	u	0	u	99
O=C(NCc1cn2ccsc2n1)c1cccc(C(F)(F)F)c1	104	-25	99	17	x	100	100	99	-3	98	103
C#CCOCCOCCOCCNc1nc(N2CCN(C(=O)Cn3cc(CC(C)O)nn3)CC2)nc(N2CCN(C(=O)[C@H](CCCCN)n3cc(CCC(=O)O)nn3)CC2)n1 (stereo partly specified)	102	37	101	19	-7	102	97	102	0	103	105
Fc1ccc(-c2cc3nc(-c4ccccc4)cc(N4CCOCC4)n3n2)cc1	107	7	103	0	x	102	99	102	0	102	102
Cc1cc(C)cc(NC(=O)CCc2nc3ccccc3[nH]2)c1	99	-23	102	-7	x	100	96	101	0	102	100
CN(Cc1nccn1C)C(=O)CC1C(=O)NCCN1Cc1ccccc1C(F)(F)F (stereo unspecified)	99	-27	97	8	1	97	95	99	2	102	110
CCS(=O)(=O)Nc1cccc(-c2ccc3nnc(C)n3n2)c1	u	-4	u	0	-23	u	u	u	-2	u	110
COc1ccc(Cl)c(Cn2c(NCCCO)nc3c2c(=O)n(C)c(=O)n3C)c1	107	-12	99	-8	x	103	99	101	-1	102	102
CCNc1nc(NCC)nc(N/N=C/c2ccc(N(C)C)cc2)n1	97	-47	94	4	-7	94	96	93	0	93	98
COc1cc(C(=O)NCc2ccc(-n3cccc3)cc2)cc(OC)c1OC	96	-16	91	-14	x	91	94	92	3	88	103
Cc1cc(C(=O)N/N=C/c2cccc([N+](=O)[O-])c2)c(C)n1-c1ccccc1	99	17	96	5	-11	94	98	96	0	93	96
O=C(Nc1ccccc1N1CCN(c2ccc(F)cc2)CC1)c1ccccc1	99	-20	99	12	x	97	97	98	-1	96	98
O=c1cc(O)nc(SC23CC4CC(CC(C4)C2)C3)[nH]1	107	-43	101	-12	20	102	100	103	-2	101	95
COc1ccc(NC(=O)c2ccccc2CC[N+](=O)[O-])cc1	98	4	100	6	7	99	98	99	0	93	99
O=S(=O)(NCc1ccccc1)c1ccc(S(=O)(=O)N(Cc2cccs2)CC2CCCO2)cc1 (stereo unspecified)	103	-17	100	4	x	99	99	100	3	100	99
Cc1c(NC(=O)c2nn3c(C(F)(F)F)cc(-c4ccccc4)nc3c2Br)c(=O)n(-c2ccccc2)n1C	90	-29	87	8	x	96	94	92	0	95	100
Cc1cc(C)c2nc(C(F)(F)F)nc(N3CC(C)OC(C)C3)c2c1 (stereo unspecified)	106	-12	101	-7	x	103	102	100	-6	98	98
CC1(C)CC(=O)C(=Cc2cn(CCC#N)nc2-c2ccc(Cl)cc2)C(=O)C1	98	-45	97	17	-8	97	98	98	-26	102	97
Cc1cccc(C)c1NC(=S)N/N=C/c1c(Cl)cccc1Cl	100	-25	99	24	-8	100	97	96	-3	102	101

2 entries from above, set out differently.
Each structure is followed by: Rac1 wt modul	Mcl1-Bid inh	Rab2A wt mod	Mcl1-Noxa inh	Pf gamet viab	Cdc42 wt GTP	Rac1 mut GTP	HRas wt GTP	Mcl-1 Bim block	Rab7 wt GTP bind	RGS8-Gao
> COc1ccc(Cl)c(Cn2c(NCCCO)nc3c2c(=O)n(C)c(=O)n3C)c1
 : 107	-12	99	-8	x	103	99	101	-1	102	102
> CCNc1nc(NCC)nc(N/N=C/c2ccc(N(C)C)cc2)n1
 : 97	-47	94	4	-7	94	96	93	0	93	98

Carrying on:
SMILES	Rac1 wt modul	Mcl1-Bid inh	Rab2A wt mod	Mcl1-Noxa inh	Pf gamet viab	Cdc42 wt GTP	Rac1 mut GTP	HRas wt GTP	Mcl-1 Bim block	Rab7 wt GTP bind	RGS8-Gao
COc1ccc(CCNC(=O)c2nnn(-c3cccc(C)c3)c2N)cc1OC	100	5	101	2	-9	100	97	100	-2	102	102
CC1CC(C)CN(C(=O)c2ccc3c(c2NCCO)C(=O)c2ccccc2C3=O)C1 (stereo unspecified)	101	-14	99	25	x	101	100	99	-2	95	99
O=C(O)c1cccnc1-c1ncccc1C(=O)O	104	9	99	12	-1	101	98	99	-4	100	99
Cc1nn(C)c(C)c1NC(=O)c1ccc(Cl)cc1	104	-4	98	-7	2	102	101	100	0	98	97
CCN(CC)Cc1c[nH]c2c(C(=O)OC)cccc12	101	-10	100	-28	x	101	98	100	-1	102	104
CCC/C(=N\NC(=O)CNC(=O)/C=C/c1ccco1)c1ccccc1	101	1	100	-1	-3	99	98	98	-4	98	101
C=CCOC(=O)C1=C(C)NC(=O)NC1/C=C/c1ccccc1OC (stereo unspecified)	105	-10	106	20	2	104	101	107	-3	109	101
COc1ccc(CCNC(=O)Cc2cccs2)cc1OC	102	-25	97	-7	x	97	98	96	-13	99	104
Cc1cc(C)c(S(=O)(=O)c2ccccc2C(=O)O)c(C)c1	105	-5	105	12	x	109	105	108	0	103	97
CC(C)CNC(=O)CSc1nnc(-c2ccc(Cl)cc2)n1N	92	-12	95	1	-5	94	93	95	0	94	100
COc1ccc(N2C(=O)NC3CC2(C)Oc2ccccc23)cc1 (stereo unspecified)	101	-4	100	6	-2	98	98	98	0	98	104
Nc1nc(-c2ccccc2)cn1N	104	-123	103	20	12	104	99	102	-3	101	115
C=CCn1c(=NC(=O)c2cccs2)sc2cc(NC(C)=O)ccc21	99	37	96	30	x	95	96	97	5	97	136
NC(=O)C1CC(O)CN1c1nc(CN2CCOCC2)nc2scc(-c3ccccc3)c12 (stereo unspecified)	98	-39	95	2	1	99	96	97	0	96	103
COc1ccccc1NC1=CC(=O)CC(c2ccccc2)C1 (stereo unspecified)	100	-40	98	-5	17	96	94	97	-3	100	102
O=C1C2CC=CCC2C(=O)N1Nc1ccccc1 (stereo unspecified)	97	-40	96	1	-2	92	96	97	-1	95	99
Clc1cccc(Nc2nc(-c3ccncc3)cs2)c1	101	-3	100	14	-6	99	95	98	0	98	102
Cc1ccc(C(=O)N/C(=C\c2ccc(Cl)cc2)C(=O)NCC2CCCO2)cc1 (stereo unspecified)	105	-5	100	-18	11	102	100	99	-5	93	103
c1ccc(C2=Nn3c(nnc3-c3ccco3)SC2)cc1	u	-29	u	10	-9	u	u	u	3	u	91
Cc1ccc(C(=O)OCC(=O)Nc2ccccc2N2CCOCC2)cc1	103	-9	98	10	x	102	98	100	1	93	102
COc1cc(C(=O)Nc2ccc(OCC(=O)O)cc2)cc(OC)c1OC	103	-6	101	21	x	102	98	101	-4	100	104
